HKDC1 inhibitor – inhibitors of human hexokinase HKDC1; recombinant HKDC1, G6PDH/diaphorase resazurin coupled fluorescence; inhibition, % at 20 µM; 0.16% of 340,000 active;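 active = inhibition above about 35% when tested at 20 µM, limit read from the data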;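 also: plate controls were DMSO wells with enzyme for no effect and DMSO wells lacking enzyme for full effect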
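Material – in-house recombinant HK5 (HKDC1) enzyme · Quantity – HKDC1 at 5 µg/mL · Buffer or medium – pH 8.0 Tris buffer with 10 mM MgCl2 · Reagent – glucose with 1 mM ATP · Dosing – single 20 µM dose · Times – reaction time 90 min, room temperature, protected from light · Technique – resorufin fluorescence at 613 nm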
Gli-Sufu antag – antagonists of Gli-Sufu signaling. Sufu-KO-LIGHT fibroblasts, Gli luciferase reporter luminescence. AID 588413. inhibition, % at 5 µM. 0.74% of 340,000 active;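 active = inhibition above about 55%, limit read from the data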;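 also: 0% = DMSO-treated cells and 100% = wells with medium but no cells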
UBC13 inh – inhibitors of human UBC13 polyubiquitin chain formation; P61088; TR-FRET; inhibition, % at 20 µM; 0.47% of 330,000 active; AID 485273; in the data active = inhibition above about 45%, passing the limit was not always enough
Target sequence (P61088 whole entry, looked up): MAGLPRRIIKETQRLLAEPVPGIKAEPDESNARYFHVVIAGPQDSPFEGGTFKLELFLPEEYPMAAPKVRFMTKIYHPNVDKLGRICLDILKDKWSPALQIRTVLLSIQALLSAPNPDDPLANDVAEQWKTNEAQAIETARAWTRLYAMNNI
SENP8 block – blocks the human protease SENP8; purified SENP8, Z-RLRGG-aminoluciferin cleavage, luminescence; inhibition, % at 10 µM; 1.2% of 330,000 active
Target sequence (Q96LD8 whole entry, looked up): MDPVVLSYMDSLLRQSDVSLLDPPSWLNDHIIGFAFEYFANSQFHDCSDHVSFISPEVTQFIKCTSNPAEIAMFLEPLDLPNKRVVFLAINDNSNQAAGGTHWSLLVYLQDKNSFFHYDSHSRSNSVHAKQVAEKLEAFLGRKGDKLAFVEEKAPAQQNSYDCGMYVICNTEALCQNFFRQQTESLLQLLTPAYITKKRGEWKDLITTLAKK
Apaf1 inhib – human Apaf-1 inhibition; AID 489030; O14727; inhibition, % at 20 µM; 0.71% of 330,000 active; reconstituted apoptosome caspase-3 activity, DEVD-Rh110 fluorescence; active = inhibition of at least 40% at 20 µM;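 also: plate controls were DMSO wells for no effect and DEVD-CHO caspase inhibitor wells for full effect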
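Material: reconstituted apoptosome with Apaf-1, cytochrome c, caspase-9, procaspase-3, dATP; medium: pH 7.5 Hepes buffer with CHAPS, BSA, DTT; also added: cytochrome c and DEVD-Rh110 substrate; timing: 30 min plus 50 min, RT; signal: Rh110 fluorescence intensity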
SENP7 block – SENP7 protease inhibition; AID 434973; 1.5% of 330,000 active; inhibition, % at 5 µM; Q9BQF6; recombinant SENP7, Z-RLRGG-aminoluciferin luminescence, 40 min;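 active = inhibition above about 50% at the single test dose, limit read from the data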;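 also: plate controls were DMSO with enzyme for no effect and no enzyme buffer wells for full effect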
Target sequence (Q9BQF6 706-1050 limits assumed): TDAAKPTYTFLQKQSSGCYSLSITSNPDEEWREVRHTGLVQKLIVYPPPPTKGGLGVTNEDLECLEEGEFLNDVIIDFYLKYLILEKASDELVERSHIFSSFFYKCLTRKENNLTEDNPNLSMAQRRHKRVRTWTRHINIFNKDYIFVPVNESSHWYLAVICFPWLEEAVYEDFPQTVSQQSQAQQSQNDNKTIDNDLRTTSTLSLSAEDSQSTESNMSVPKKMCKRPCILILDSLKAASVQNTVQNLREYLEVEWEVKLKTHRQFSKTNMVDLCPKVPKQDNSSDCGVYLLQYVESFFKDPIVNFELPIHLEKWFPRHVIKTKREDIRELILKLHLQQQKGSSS
697 NFkB inh – lowers PMA/ionomycin-induced NF-kB signal in 697 B cells; AID 435022; inhibition, % at 4 µM; 0.33% of 330,000 active; 697 B-cell NF-kB luciferase reporter, 16 h; in the data active = inhibition above about 35%
Jurkat NFkB inh – inhibitors of the PMA/ionomycin-induced NF-kB reporter in Jurkat cells; PMA/ionomycin-induced NF-kB luciferase reporter, luminescence; inhibition, % at 4 µM; 0.53% of 330,000 active; AID 435003
An asterisk follows results filed as active; . = not tested or not shown. Rule as the data show it, unless noted: active = inhibition above about 50%; inactive = the rest.

The opening 14 entries, to show the layout:
Below each SMILES – HKDC1 inhibitor | Gli-Sufu antag | UBC13 inh | SENP8 block | Apaf1 inhib | SENP7 block | 697 NFkB inh | Jurkat NFkB inh
- CC1Cc2ccccc2N1CC(=O)Nc1ccc2c(c1)OCCCO2 (centres undefined)
→ -6 | 4 | 10 | -14 | 19 | -4 | -8 | -8
- CC(C)OP(=O)(Nc1cccc2ccccc12)OC(C)C
→ -3 | 34 | 3 | 6 | -7 | 0 | -8 | 2
- COc1ccc(S(=O)(=O)/C(C#N)=C/Nc2cccc(F)c2)cc1
→ -2 | 6 | 1 | -5 | 2 | -3 | 1 | -4
- COc1ccc(/C=N/NC(=O)CN(Cc2ccccc2)S(=O)(=O)c2ccc3c(c2)OCCO3)cc1
→ 13 | 3 | 6 | 0 | 4 | -1 | -3 | 11
- C[C@]12C(=O)N(c3cccc(F)c3)C(=O)N1[C@@H]1c3ccccc3OC[C@@H]1[C@H]2c1ccccc1
→ -1 | -9 | -10 | -8 | 15 | -5 | 0 | 1
- COC(=O)C1=C(N)OC2=C(C(=O)CC(C)(C)C2)C1c1ccccc1OC (centres undefined)
→ -2 | -4 | -8 | -4 | -6 | 14 | 9 | -15
- O=C(CCN1C(=O)[C@@H]2Cc3ccccc3CN2C1=O)Nc1cccc(F)c1
→ 0 | -11 | 0 | 0 | -7 | 0 | -5 | 10
- Cc1nc2c(-c3ccc(Cl)cc3)cnn2c(N)c1-c1ccc(F)cc1
→ 3 | 63* | 15 | -21 | 19 | -11 | -248 | -51
- CC(=O)c1ccc(NC(=S)NNC(=O)NC2CCCCC2)cc1
→ -5 | 1 | 6 | -4 | -1 | -2 | -29 | -11
- CCCCn1c(N)c(N(CCOC)C(=O)c2cc(-c3ccc(OC)cc3)nc3ccccc23)c(=O)[nH]c1=O
→ -2 | -4 | 3 | -9 | 4 | 0 | 18 | 14
- CCCN(CCC)CCCNC(=O)c1cn(CC)c2ccc(S(=O)(=O)N3CCc4ccccc4C3)cc2c1=O
→ -5 | 39 | 10 | -4 | 9 | 3 | 2 | -8
- NC(=O)CSc1nnc(-c2cccs2)n1-c1ccccc1
→ -3 | 1 | -2 | -1 | 5 | 3 | -4 | 14
- CCOC(=O)CSc1nc2sc3c(c2c(=O)n1C1CCCCC1)CCN(C)C3
→ -2 | 2 | 13 | 4 | 1 | 1 | 17 | -6
- Cc1ccc(NCc2nnc(SCC(=O)N3CCc4ccccc43)n2C)cc1
→ -2 | 1 | 2 | 12 | -7 | -1 | 14 | 11

The listing (from the top)
Below each SMILES – HKDC1 inhibitor | Gli-Sufu antag | UBC13 inh | SENP8 block | Apaf1 inhib | SENP7 block | 697 NFkB inh | Jurkat NFkB inh
- CC1Cc2ccccc2N1CC(=O)Nc1ccc2c(c1)OCCCO2 (centres undefined)
→ -6 | 4 | 10 | -14 | 19 | -4 | -8 | -8
- CC(C)OP(=O)(Nc1cccc2ccccc12)OC(C)C
→ -3 | 34 | 3 | 6 | -7 | 0 | -8 | 2
- COc1ccc(S(=O)(=O)/C(C#N)=C/Nc2cccc(F)c2)cc1
→ -2 | 6 | 1 | -5 | 2 | -3 | 1 | -4
- COc1ccc(/C=N/NC(=O)CN(Cc2ccccc2)S(=O)(=O)c2ccc3c(c2)OCCO3)cc1
→ 13 | 3 | 6 | 0 | 4 | -1 | -3 | 11
- C[C@]12C(=O)N(c3cccc(F)c3)C(=O)N1[C@@H]1c3ccccc3OC[C@@H]1[C@H]2c1ccccc1
→ -1 | -9 | -10 | -8 | 15 | -5 | 0 | 1
- COC(=O)C1=C(N)OC2=C(C(=O)CC(C)(C)C2)C1c1ccccc1OC (centres undefined)
→ -2 | -4 | -8 | -4 | -6 | 14 | 9 | -15
- O=C(CCN1C(=O)[C@@H]2Cc3ccccc3CN2C1=O)Nc1cccc(F)c1
→ 0 | -11 | 0 | 0 | -7 | 0 | -5 | 10
- Cc1nc2c(-c3ccc(Cl)cc3)cnn2c(N)c1-c1ccc(F)cc1
→ 3 | 63* | 15 | -21 | 19 | -11 | -248 | -51
- CC(=O)c1ccc(NC(=S)NNC(=O)NC2CCCCC2)cc1
→ -5 | 1 | 6 | -4 | -1 | -2 | -29 | -11
- CCCCn1c(N)c(N(CCOC)C(=O)c2cc(-c3ccc(OC)cc3)nc3ccccc23)c(=O)[nH]c1=O
→ -2 | -4 | 3 | -9 | 4 | 0 | 18 | 14
- CCCN(CCC)CCCNC(=O)c1cn(CC)c2ccc(S(=O)(=O)N3CCc4ccccc4C3)cc2c1=O
→ -5 | 39 | 10 | -4 | 9 | 3 | 2 | -8
- NC(=O)CSc1nnc(-c2cccs2)n1-c1ccccc1
→ -3 | 1 | -2 | -1 | 5 | 3 | -4 | 14
- CCOC(=O)CSc1nc2sc3c(c2c(=O)n1C1CCCCC1)CCN(C)C3
→ -2 | 2 | 13 | 4 | 1 | 1 | 17 | -6
- Cc1ccc(NCc2nnc(SCC(=O)N3CCc4ccccc43)n2C)cc1
→ -2 | 1 | 2 | 12 | -7 | -1 | 14 | 11
- CC1(OC(=O)C2CCCC2)C(=O)C=C2C=C(c3ccsc3)N(CC3CC3)C=C2C1=O (centres undefined)
→ 21 | -1 | -36 | 10 | 39 | 6 | -15 | -3
- NC(=O)c1ccc(NC(=O)COC(=O)C2CC(=O)N(Cc3ccccc3)C2)cc1 (centres undefined)
→ -4 | 22 | 1 | -5 | -3 | -3 | 20 | -5
- Cc1nccn1-c1c([N+](=O)[O-])c(=O)n(C)c2ccccc12
→ -1 | -8 | -2 | 6 | -14 | -1 | 6 | 1
- O=C(Nc1cc2c(cc1Br)OCCO2)c1cccnc1
→ -4 | -17 | -2 | 1 | 9 | 6 | -2 | -4
- CC1=NN(C(N)=S)C(=O)C1N=Nc1ccc(C)cc1C (centres undefined)
→ . | . | -28 | 81* | -11 | 68* | -129 | -48
- CCOc1ccc(CCNC(=O)COC(=O)c2nn(C)c(=O)c3ccccc23)cc1OCC
→ -5 | 0 | 2 | 14 | 2 | -8 | 8 | -9
- CCN(CCCNC(=O)CNC(=O)Cn1cnc2ccccc2c1=O)c1cccc(C)c1
→ 3 | 2 | 0 | 1 | 5 | 1 | -29 | -22
- CCOc1ccc(N(CC(=O)NCC2CCCO2)C(=O)CCC(=O)Nc2ccccn2)cc1 (centres undefined)
→ 0 | -6 | -3 | 4 | -6 | -5 | 13 | 5
- CCN(CC)CCSc1nc(O)c(C(C)C)c(=O)[nH]1
→ -2 | 3 | 6 | -4 | -1 | -2 | 7 | -7
- Cc1ccc(-c2cccc(C(=O)NCCc3ccccc3)n2)c2ccccc12
→ 3 | -7 | 10 | -11 | 24 | -16 | -4 | -5
- Cc1nc(CS(=O)(=O)c2ccccc2)cc(N2CCOCC2)n1
→ 2 | -27 | -4 | 6 | -2 | -1 | -2 | -24
- CC(C(=O)c1ccccc1)n1c(N2CCOCC2)nc2c1c(=O)n(C)c(=O)n2C (centres undefined)
→ -8 | -3 | -2 | -7 | -2 | 4 | -10 | -11
- Cc1sc2ncnc(N3CCC(C(=O)Nc4cc(S(C)(=O)=O)ccc4Cl)CC3)c2c1C
→ 1 | 12 | 4 | 3 | 18 | -4 | 5 | 15
- Cc1ccc(OCC(=O)NCCCNC(=O)c2ccncc2)cc1C
→ -3 | 8 | -4 | 10 | 4 | 2 | 8 | 0
- CCOC(=O)C1C(C(=O)NN)C1C(=O)Nc1ccccc1 (centres undefined)
→ 9 | 2 | 8 | -6 | 4 | 5 | 14 | 7
- CCCNS(=O)(=O)c1ccc(OCC(=O)N2CCN(c3ccccc3)CC2)cc1
→ -7 | -6 | 2 | -10 | 6 | -13 | 5 | 10
- COc1cc(=O)n2c(-c3ccccc3)csc2n1
→ -2 | -2 | 3 | 7 | -7 | -3 | 16 | 5
- CN(C)C(=O)c1ccc(OCC(F)(F)F)nc1
→ -4 | -3 | 8 | -1 | -15 | 6 | -1 | 6
- CCn1c(CC(C)C)n[nH]c1=S
→ -8 | 25 | -1 | 0 | 12 | 2 | -3 | 16
- N#Cc1ccc(Cn2ccnc2C(=O)Nc2ccccc2)cc1
→ -6 | 2 | -10 | -12 | 1 | -5 | -21 | -14
- O=c1ccn(CCCBr)c(=O)[nH]1
→ -5 | -5 | 2 | 1 | -12 | -1 | 12 | 4
- O=C(CCc1nnc(-c2ccc(-c3ccccc3)cc2)o1)NCCc1ccccn1
→ 5 | -16 | 3 | -5 | 3 | 11 | 16 | 14
- CC(C(=O)NCc1ccc2c(c1)OCO2)N(c1ccccc1)S(C)(=O)=O (centres undefined)
→ -6 | 7 | -1 | -10 | 3 | -6 | 5 | -12
- COc1ccc(S(=O)(=O)N(CC(=O)NCc2cccnc2)C2CCCCC2)cc1OC
→ -5 | 1 | 3 | -9 | -15 | -3 | 11 | 11
- CC1=Nc2ccc(Br)cc2C(c2ccccc2)N1CC(=O)NN (centres undefined)
→ -10 | -4 | 22 | -4 | -2 | -3 | 15 | 1
- CCCCn1c(SCC(=O)Nc2nnc(C(C)C)s2)nc2c1c(=O)n(C)c(=O)n2C
→ -7 | 40 | -12 | -5 | 7 | -6 | -1 | -1
- Oc1ccc(-c2nccc(-c3ccc(Cl)cc3Cl)n2)cc1
→ 0 | 26 | 11 | -2 | 1 | 0 | 2 | 11
- CC1CC(C)CN(CCCNC(=O)CCNC(=O)Cn2cnc3ccccc3c2=O)C1 (centres undefined)
→ -3 | -11 | -2 | -5 | 11 | -2 | 4 | -1
- CCC(C)Nc1nc(-c2ccccn2)nc2ccccc12 (centres undefined)
→ 3 | 20 | -7 | -14 | 10 | -9 | -18 | -6
- NC(=O)c1cnn2c1NC(c1ccc(F)cc1)CC2C(F)(F)F (centres undefined)
→ 5 | 3 | 6 | -10 | 2 | 1 | 16 | 7
- O=C(Cn1cc(C(F)(F)F)ccc1=O)N/N=C/c1cccc(Cl)c1Cl
→ -10 | -5 | -16 | -7 | 13 | -3 | -9 | -1
- NC(=O)c1nc(-c2cccs2)nc2c1[nH]c(=O)n2-c1ccc(F)cc1
→ -1 | 7 | -5 | -10 | 4 | -15 | -31 | 2
- C=C(C)c1cccc(C(C)(C)NC(=O)N2CC(C)OC(C)C2)c1 (centres undefined)
→ 5 | 6 | 8 | 1 | -9 | 7 | 7 | 3
- COc1ccc(-n2nc(C(=O)NCC(=O)N(C)Cc3ccccc3)c3ccccc3c2=O)c(OC)c1
→ 0 | -5 | 3 | -14 | 8 | -8 | 6 | 11
- COc1cc(C(=O)NCC(c2cccs2)N2CCOCC2)cc(Br)c1OCc1ccccc1 (centres undefined)
→ -2 | -2 | 15 | -1 | 15 | 13 | -31 | 6
- COc1cccc(CN(C)C(=O)c2cc(S(=O)(=O)N3CCCC3)ccc2C)c1OC
→ -3 | 1 | 2 | -4 | 7 | 0 | -9 | -13

Following part
Below each SMILES – HKDC1 inhibitor | Gli-Sufu antag | UBC13 inh | SENP8 block | Apaf1 inhib | SENP7 block | 697 NFkB inh | Jurkat NFkB inh
- Cc1ccc(CNS(=O)(=O)CCNC(=O)c2ccccc2)cc1
→ -3 | -2 | 0 | 6 | 4 | -6 | 4 | 7
- Cc1ccc(S(=O)(=O)N(C)c2cc(S(=O)(=O)N3CCOCC3)c(C)cc2C)cc1
→ -6 | -15 | 3 | 3 | 11 | 3 | 9 | 3
- CC1=NN2C(=N)/C(=C\c3cc(C)n(Cc4ccccc4)c3C)C(=O)N=C2S1
→ 1 | 1 | -9 | 4 | -4 | -6 | -14 | -5
- CC1=CS(=O)(=O)CC1Sc1nc2ccccc2[nH]1 (centres undefined)
→ 11 | 2 | 2 | 6 | -6 | 0 | 11 | -7
- NC(=O)N/N=C/C=C/c1ccc(F)cc1
→ -2 | 2 | -8 | 5 | -7 | -1 | 16 | 17
- COc1ccccc1NC(=S)NNC(=O)c1ccc(Cl)cc1Cl
→ -4 | -25 | -8 | 47 | 4 | 54* | -42 | -39

From PubChem

This is a random part of the collection; about 3.6% have a hit in one of these screens.
